Screening results from PubChem.
SSB-PriA inh: inhibitors of Klebsiella pneumoniae PriA binding to SSB C-terminal tail, primary screen, biochemical, AlphaScreen | PriA–SSB C-terminal tail interaction (Klebsiella pneumoniae) | AlphaScreen SSBct-PriA binding, biotinylated peptide | inhibition, % at 33 µM | actives 0.6% (n = 430,000) | AID 1272365, 2023; in the data active means inhibition mostly above about 37%, no sharp cut-off; inactive means mostly below about 20%;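 further: plate controls were negative control peptide for no effect and reference peptide for full effect; strong numbers were not always called active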
An asterisk follows results filed as active; & = joins results of further samples. An excerpt, so the mix of outcomes need not match the whole.

Start of the data: the first 23 compounds as a preview:
SMILES | SSB-PriA inh
Cc1ccccc1C(=O)N1CCN(c2nc(-c3ccccc3)c3cc(Cl)ccc3n2)CC1 | -10.0
O=C(CN1CCOCC1)NN=Cc1cccc2ccccc12 | -5.6
Cc1ccc(/C=C/S(=O)(=O)Nc2ccccc2Cc2nc(-c3ccncc3)no2)cc1 | -9.0
Cn1nc(C(=O)Nc2ccc(Oc3ccccc3)cc2)ccc1=O | -9.0
COc1ccc(C=NN2CCN(C)CC2)cc1O | -22.9
CC(=NN=C1NC(=O)CC(C(=O)O)S1)c1cccs1 (configuration not stated) | -1.9
COc1ccc(Cl)cc1NC(=O)CC(C)=NNC(=O)CCc1ccccc1 | -10.1
CCOc1ccc(-c2nnc(NC(=O)Cc3cccs3)o2)cc1 | -2.0
COc1ccc(Nc2nc(NCc3ccco3)nc(NN=Cc3ccccc3F)n2)cc1 | 10.2
CCS(=O)(=O)c1ccc(C(=O)Nc2ccc(SC)cc2)cc1 | -1.0
Cn1cccc1C(O)CNC(=O)c1cc2ccccc2o1 (configuration not stated) | -1.0
COC(=O)c1ccccc1C(=O)N(CC1CCCO1)c1nc2c(F)cccc2s1 (configuration not stated) | -6.0
O=S(=O)(N=C(Nc1ccccn1)c1ccc(Cl)cc1)c1ccc(Cl)cc1 | 2.1
COc1ccc(C(=O)Nc2ccc3c(c2)CN(C(=O)c2ccccc2)CC3)c(OC)c1OC | -12.0
O=C(Cn1cnc2ccccc21)NCc1cnn2c1CCCC2 | 7.0
O=C(NCCN1CCC(O)CC1)C(=O)Nc1cccnc1 | -7.0
O=C1CCc2cc(NC(=O)Nc3ccc4c(c3)OCO4)ccc2N1 | -4.0
COc1ccc(Cl)cc1NC(=O)NCC(c1ccsc1)N(C)C (configuration not stated) | -4.0
C=CCn1c(=NC(=O)/C=C\c2cc(OC)c(OC)c(OC)c2)sc2cc(S(C)(=O)=O)ccc21 | 2.0
COC(=O)c1ccc(S(=O)(=O)NCC#CCN(C)Cc2ccccc2)cc1 | -1.0
COc1ccc(-c2nc(Cn3nnc(C(=O)Nc4cccc(C)c4C)c3C)c(C)o2)c(OC)c1 | -14.0
C=CCOc1ccc(C=NNC(=O)c2c(C)nc3ccc(Cl)cn23)cc1 | -2.2
COc1cccc(C(O)=CC(=O)C(=O)Nc2ccc(S(=O)(=O)NC(C)=O)cc2)c1 | -8.9

Main list, from the first entry:
SMILES | SSB-PriA inh
Cc1ccccc1C(=O)N1CCN(c2nc(-c3ccccc3)c3cc(Cl)ccc3n2)CC1 | -10.0
O=C(CN1CCOCC1)NN=Cc1cccc2ccccc12 | -5.6
Cc1ccc(/C=C/S(=O)(=O)Nc2ccccc2Cc2nc(-c3ccncc3)no2)cc1 | -9.0
Cn1nc(C(=O)Nc2ccc(Oc3ccccc3)cc2)ccc1=O | -9.0
COc1ccc(C=NN2CCN(C)CC2)cc1O | -22.9
CC(=NN=C1NC(=O)CC(C(=O)O)S1)c1cccs1 (configuration not stated) | -1.9
COc1ccc(Cl)cc1NC(=O)CC(C)=NNC(=O)CCc1ccccc1 | -10.1
CCOc1ccc(-c2nnc(NC(=O)Cc3cccs3)o2)cc1 | -2.0
COc1ccc(Nc2nc(NCc3ccco3)nc(NN=Cc3ccccc3F)n2)cc1 | 10.2
CCS(=O)(=O)c1ccc(C(=O)Nc2ccc(SC)cc2)cc1 | -1.0
Cn1cccc1C(O)CNC(=O)c1cc2ccccc2o1 (configuration not stated) | -1.0
COC(=O)c1ccccc1C(=O)N(CC1CCCO1)c1nc2c(F)cccc2s1 (configuration not stated) | -6.0
O=S(=O)(N=C(Nc1ccccn1)c1ccc(Cl)cc1)c1ccc(Cl)cc1 | 2.1
COc1ccc(C(=O)Nc2ccc3c(c2)CN(C(=O)c2ccccc2)CC3)c(OC)c1OC | -12.0
O=C(Cn1cnc2ccccc21)NCc1cnn2c1CCCC2 | 7.0
O=C(NCCN1CCC(O)CC1)C(=O)Nc1cccnc1 | -7.0
O=C1CCc2cc(NC(=O)Nc3ccc4c(c3)OCO4)ccc2N1 | -4.0
COc1ccc(Cl)cc1NC(=O)NCC(c1ccsc1)N(C)C (configuration not stated) | -4.0
C=CCn1c(=NC(=O)/C=C\c2cc(OC)c(OC)c(OC)c2)sc2cc(S(C)(=O)=O)ccc21 | 2.0
COC(=O)c1ccc(S(=O)(=O)NCC#CCN(C)Cc2ccccc2)cc1 | -1.0
COc1ccc(-c2nc(Cn3nnc(C(=O)Nc4cccc(C)c4C)c3C)c(C)o2)c(OC)c1 | -14.0
C=CCOc1ccc(C=NNC(=O)c2c(C)nc3ccc(Cl)cn23)cc1 | -2.2
COc1cccc(C(O)=CC(=O)C(=O)Nc2ccc(S(=O)(=O)NC(C)=O)cc2)c1 | -8.9
O=C(c1ccc(-c2ccsc2)cc1)N1CCc2ncncc2C1 | -11.0
O=C(c1ccc(C(F)(F)F)nc1)N1CCC(n2ccnn2)CC1 | -20.0

Carrying on.
SMILES | SSB-PriA inh
N#Cc1c(NC(=O)c2ccccc2C(=O)O)sc2c1CCCC2 | 5.0
COc1cc(C=NNc2nnc3c(n2)[nH]c2ccccc23)ccc1O | 2.4
O=C(CSc1nc2ccccc2o1)N1CC(Oc2nc3ccccc3s2)C1 | -9.0
CON(C)C(=O)C1CN(C(=O)c2cnccn2)C1 | -12.0
CCOc1cc(C=NNC(=O)c2cccs2)ccc1OC(=O)N1CCOCC1 | -10.7
CC(=NNC(=O)c1cc(Cl)ccc1O)c1ccc(Br)s1 | -10.3
Cn1c2[n+](c3ccccc3c1=O)Cc1ccccc1-2 | -4.0
COC(=O)c1ccccc1C(=O)N1CCN(c2nc3ccc(OC(F)(F)F)cc3s2)CC1 | 3.0
CC(Cc1ccoc1)NC(=O)Cc1cccs1 (configuration not stated) | -45.0
CCOC(=O)C1CCN(CC#N)CC1 | 6.0
O=C(NN=Cc1ccccc1F)NC1CCCCC1 | -4.0
COc1cccc(C(=O)NCCNc2ccc(C)nn2)c1 | -13.0
Cc1c(CNC(=O)c2ccccc2C(F)(F)F)sc2nc(-c3ccc(F)cc3)cn12 | -2.0
COc1ccc(NC(=O)CSc2ccc(N3CCCCCC3)nn2)cc1Cl | 9.0
CCCN1CCCc2cc(CCNC(=O)c3c(F)cccc3F)ccc21 | 54.0*
CC(c1ccccc1)n1c(CCNC(=O)c2ccco2)nc2ccccc21 (configuration not stated) | 2.0
O=C(NCC1(c2ccc(F)cc2)CC1)c1cnn(-c2ccccc2)n1 | -26.0
COC(=O)CN[C@@H](c1ccc(C)cc1)c1ccccc1NC(=O)c1ccccc1 | 0.0
COc1ccc(CC(=O)NCCOc2cc(C)cc(C)c2)cc1OC | 2.0
O=C(COc1ccccc1)N1CCCC(c2nnc(-c3cccs3)o2)C1 (configuration not stated) | -14.0
O=C(CSc1nc2ccccc2o1)NCc1cc(-c2cccs2)on1 | -9.0
C#CCSc1nc(N)c(NC(=O)c2cccc([N+](=O)[O-])c2C)c(=O)[nH]1 | -5.0
COc1cccc(C=NNc2nn3cnnc3c3ccccc23)c1 | -6.9
COc1ccc(OCc2noc(CNC(=O)c3cccc(N(C)C)c3)n2)cc1 | -1.0
CCn1c(C2CCN(C(=O)c3cnn(-c4ccccc4)n3)CC2)nn(CCOC)c1=O | 3.0

Remaining list, next part.
SMILES | SSB-PriA inh
O=C(CSc1nnc2ccc3ccccc3n12)c1ccc(Cl)c(Cl)c1 | -14.0
CC(C)(C)c1ccc(C(=O)N2CC(S(=O)(=O)C3CCCCC3)C2)cc1 | -10.0
COC(=O)[C@@H]1CNNC(=O)C1 | -22.0
O=C(Cn1ccn2nc(-c3ccc(Cl)cc3)cc2c1=O)N1CCC(Cc2ccccc2)CC1 | -10.0&-5.0
Cc1sc2nc(C)n(N=Cc3ccc(O)cc3O)c(=O)c2c1C | -13.4
O=C(NCCn1nc(-c2cccs2)ccc1=O)c1ccccc1C(F)(F)F | 4.0
CCn1ccnc1CN1CCc2sccc2C1 | 1.0
CCOc1cc(C=NNC(=O)c2ccncc2)ccc1OC(=O)c1ccccc1 | -29.3
COc1ccc2nc(-c3ccc(F)c(NC(=O)c4c(F)cccc4Cl)c3)cn2n1 | 2.0
CCn1cc(C=c2sc3n(c2=O)C2c4ccccc4OC(C)(N=3)C2C(=O)OC)c(C)n1 (configuration not stated) | 7.4
COc1ccc(CCC(=O)N2CCC(S(=O)(=O)c3ccc(F)cc3)CC2)c(OC)c1 | -9.0
CCOC(=O)c1ccccc1NC(=O)CSc1nnc(CNC(=O)c2ccc(S(=O)(=O)N(C)C)cc2)o1 | -6.0
Cn1c(=O)c2nc(SCC(=O)Nc3cc(C(F)(F)F)cc(C(F)(F)F)c3)n(C)c2n(C)c1=O | -10.0&-2.0
O=[N+]([O-])c1ccc2nc(CCc3nc4ccc([N+](=O)[O-])cc4s3)sc2c1 | -9.0
CCn1nc(C(=O)N(C[C@H]2CCCO2)c2nc3c(F)cc(F)cc3s2)cc1C | 0.0
Cc1ccccc1-c1noc(-c2cn[nH]c2-c2ccccc2)n1 | -14.0
O=C(CN1CCCCC1)NN=Cc1ccccc1OCc1ccccc1 | -9.3
Cc1ccnn1CC(=O)NN=Cc1c[nH]c2ccccc12 | -8.0
Cc1ccc(-c2ccc3nn(Cc4ccccc4F)c(=O)n3n2)cc1C | -11.0
O=C(/C=C/c1cccs1)Nc1ccc2c(c1)OCO2 | 33.0
CCOC(=O)c1ccccc1NC(=O)c1ccc(N2CCCCS2(=O)=O)cc1 | -18.0
Cc1cc(C)n(CC(=O)NCc2ccncc2)n1 | -10.0
CCc1ccc(S(=O)(=O)NCC2CCN(C3CCCC3)CC2)s1 | -16.0
CCCCS(=O)(=O)N1CCC(c2nnc(-c3ccccc3OC)s2)CC1 | -11.0&-10.0
Cc1ccc(NC(=O)C(=O)NCc2ccccc2Cl)cc1F | 1.0

Further records
SMILES | SSB-PriA inh
CC(=O)NN=Cc1cc(C(C)C)cc(C=NNC(C)=O)c1O | -1.8
Cn1cccc1C(=O)NCCN1Cc2cc(Cl)ccc2OCC1=O | 2.0
O=C(CSc1ccc(N2CCCCCC2)nn1)Nc1ccc(Br)cc1 | -23.0
O=C(c1ccsc1)N1CCN(c2cc(C(F)(F)F)ncn2)CC1 | -6.0
Cc1csc(NC(=O)CC2CCCCN2S(=O)(=O)c2ccccc2)n1 (configuration not stated) | 20.0
Cc1ccc(-c2cc(C(=O)NN=C/C=C/c3ccco3)c3ccccc3n2)cc1C | 1.5
Cc1cc(-c2nnc(NC(=O)c3cc(Cl)sc3Cl)o2)n(C)n1 | -3.0
Brc1ccc(-c2csc(N=CN3CCOCC3)n2)cc1 | -4.9
O=C(c1cnc2ccccc2n1)N1CCC(Oc2cnccn2)CC1 | -2.0
Cc1cc(C)n(-c2ccc(Nc3ccc(NC(=O)Cc4ccc(Cl)cc4)cc3)nn2)n1 | -11.0
CCN1C(=O)c2[nH]nc(-c3ccccc3O)c2C1c1ccc(C(C)C)cc1 (configuration not stated) | -3.0
CCN1C(=O)c2cccc3c(NC(=O)c4c(OC)cccc4OC)ccc1c23 | -2.0
N#Cc1ccsc1NC(=O)Cc1ccccc1 | -13.0
N#CC1(c2ccccc2)CCN(C(=O)C2CCc3nc[nH]c3C2)CC1 (configuration not stated) | 0.0
COC(=O)Cn1cc(C=NNC(=O)c2ccc(C#N)cc2F)c2ccccc21 | -22.4
Cc1nnc(SCC(=O)NCc2ccccc2Cl)c2c1cnn2-c1ccccc1 | 11.0
CN1CCN(C(CNC(=O)c2ccc(C(F)(F)F)cc2)c2ccsc2)CC1 (configuration not stated) | -3.0
COc1ccccc1NS(=O)(=O)c1ccc(NN=Cc2ccccc2OCC(=O)O)c([N+](=O)[O-])c1 | 42.5*
O=C(O)COc1ccc(F)cc1 | -1.0
Cc1cc(SCC(=O)Nc2ccc(SC(F)F)cc2)nc(-c2ccccc2)n1 | -9.0
Cn1c(C(F)(F)F)nn(CCNC(=O)c2ccccc2C(F)(F)F)c1=O | -3.0
Cn1c(-c2ccccn2)nn(CCNC(=O)COc2cccc3c2OC(C)(C)C3)c1=O | 3.0
O=C(NCc1cccnc1)C(=O)NC1CC1 | -19.0
NC(=NOC(=O)Oc1ccccc1)c1ccc(Br)cc1 | -1.9
C[C@H]1Cc2ccccc2N1C(=O)c1c[nH]c(=O)n(Cc2ccc3c(c2)OCO3)c1=O | -23.0

Remaining list, next part
SMILES | SSB-PriA inh
O=C(CSc1nc2ccccc2c(=O)n1CC1CCC(C(=O)NCc2ccccc2Cl)CC1)OCc1ccccc1 (configuration not stated) | -9.0
COc1cccc(C2C(=C(O)c3ccc4c(c3)OCCO4)C(=O)C(=O)N2Cc2cccnc2)c1 (configuration not stated) | -5.8
O=C1C=CC(=NS(=O)(=O)c2ccc3ccccc3c2)C=C1 | 11.0
CC(C)C(=O)Nc1ccc(C(=O)NCCNC(=O)Cc2cccs2)cc1 | -6.0&-4.0
CCCCOP(=O)(OCCCC)C(Nc1ccccc1)c1cc(OC)ccc1OC (configuration not stated) | 3.0
O=C(NCCc1nc(C2CC2)cc(C(F)(F)F)n1)c1ccc2c(c1)OCO2 | -11.0
O=C(COc1cccc(Br)c1)Nc1ccc(SC(F)F)cc1 | -19.0
C=CCc1cccc(/C=N\Nc2nc(-c3ccc(NC(=O)c4ccccc4)cc3)cs2)c1O | 10.0
O=c1cc(CN2CCN(c3ccccc3F)CC2)occ1OCc1cccc(Cl)c1 | -13.0&-2.0
Cc1ccccc1C(N)=NO | -8.5
COCCN1C(=O)NC(C)C1=O (configuration not stated) | 2.0
O=C(NN=Cc1ccncc1)c1nc2ccccc2c(=O)[nH]1 | -9.7
CCOC(=O)c1cnn2ccc(NC(=O)c3cc(C)cs3)cc12 | -12.0
COc1ccccc1CCNC(=O)C(=O)Nc1ccc([N+](=O)[O-])cc1 | -3.0
